MsrA inh: bovine MsrA enzyme inhibitors, primary screen, biochemical, absorbance, HTS. Methionine sulfoxide reductase A (Bos taurus). purified bovine MsrA, absorbance read-out. inhibition, % at 15.5 µM. 360,000 compounds, 0.75% hits. AID 651718, 2012; in the data active means inhibition above about 4.5%;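 further: 0% = vehicle wells with enzyme and 100% = reference inhibitor wells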
DNMT1 inh: human DNMT1 methyltransferase inhibitors, primary screen, biochemical, molecular beacon, fluorescence, HinP1I cleavage, uHTS. DNA (cytosine-5)-methyltransferase 1 (Homo sapiens), P26358. inhibition (reported as % activation of signal), % at 10 µM. 360,000 compounds, 0.83% hits. AID 588458, 2011; in the data active means inhibition above about 50%
TbMetRS inhib: T. brucei MetRS inhibitors, primary screen, biochemical, luminescence; methionyl-tRNA synthetase (Trypanosoma brucei brucei); purified T. brucei MetRS, ATP depletion, Kinase-Glo luminescence; inhibition, % at 11.9 µM; 360,000 compounds, 0.4% hits;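 active means inhibition above a per-plate cutoff of the control wells' mean inhibition plus 3 SD, cut at about 5.5% in these data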;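 further: 0% = DMSO wells median and 100% = median of wells with control inhibitor compound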
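Material: T. brucei methionyl-tRNA synthetase, purified; reagent: substrates ATP, L-methionine and bulk Escherichia coli tRNA; dosing: 11.9 µM single point; timing: 15 min plus 2 h at 25 °C; detection: luminescence of leftover ATP; evaluation: % inhibition; control set: DMSO-only wells as low control; replicates: singlicate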
SUMO1-SIM PPI: modulators of SUMO1 protein-protein interactions, primary screen, biochemical, uHTS; 360,000 compounds, 0.33% hits; SUMO1 binding to a labelled peptide, TR-FRET, 1 h; inhibition, % at 20 µM; Small ubiquitin-related modifier 1 (Homo sapiens), P63165; in the data active means inhibition above about 37%
NadD inh: inhibitors of S. aureus NadD, primary screen, biochemical, colorimetric, uHTS; AID 602399, 2012; Nicotinate-nucleotide adenylyltransferase NadD (Staphylococcus aureus N315); purified NadD enzyme, colorimetric absorbance read-out; 360,000 compounds, 0.78% hits; inhibition, % at 20 µM; in the data active means inhibition above about 26%; further: some compounds past the cut are filed as inactive
Rpn11 inh: Rpn11 (PSMD14) deubiquitinase inhibitors, primary screen, biochemical, fluorescence polarization, uHTS; 26S proteasome non-ATPase regulatory subunit 14 (Homo sapiens), O00487; human 26S proteasome, Ub4-pepOG fluorescence polarization; 20S core pre-blocked with epoxomicin; calls only at 20 µM; 360,000 compounds, 0.59% hits; AID 588493, 2011;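 active means inhibition at 20 µM, scaled to each plate's controls, above about 33%, limit read from the data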
LMPTP block: LMPTP phosphatase inhibitors, primary screen, biochemical, fluorescence intensity, uHTS; recombinant LMPTP-A, OMFP fluorogenic substrate; inhibition, % at 20 µM; 360,000 compounds, 0.22% hits; Low molecular weight phosphotyrosine protein phosphatase (Homo sapiens), P24666;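 active means compounds that cut the enzyme signal by at least half of the control window in the single-dose screen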;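 further: plate controls were DMSO wells with enzyme plus substrate for no effect and substrate without enzyme for full effect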
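Assay system: LMPTP-A, protein tyrosine phosphatase of low molecular weight / Medium: pH 6.0 Bis-Tris buffer with DTT and Triton X-100 / Schedule: 50 min enzyme reaction at room temperature, protected from light / Measured by: endpoint fluorescence intensity from OMFP dephosphorylation / Read-out basis: % inhibition relative to no-enzyme and uninhibited control wells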
Scp1 inh: Scp-1 phosphatase inhibitors, primary screen, biochemical, colorimetric, uHTS | Recombinant Scp1, phosphopeptide, malachite green phosphate absorbance | inhibition, % at 20 µM | 340,000 compounds, 0.88% hits;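 active means inhibition above about 50% at 20 µM, limit read from the data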;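 further: plate controls were DMSO wells with enzyme for no effect and wells lacking enzyme for full effect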
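Test system: SCP-1 catalytic domain; Buffer or medium: Acidic Tris acetate buffer with magnesium and detergent; Also added: Phosphorylated 17-residue peptide substrate; Compound: single 20 µM dose, 1% DMSO; Schedule: enzyme reaction 45 min at room temperature, colour 5 min, stabilisation 30 min; Signal: Phosphate-binding colour reagent, absorbance read at 630 nm.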
STEP block: STEP phosphatase inhibitors, primary screen, biochemical, fluorescence intensity, uHTS. 360,000 compounds, 0.25% hits. inhibition, % at 20 µM. recombinant STEP, OMFP fluorogenic substrate. Tyrosine-protein phosphatase non-receptor type 5 (Homo sapiens), P54829;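 active means inhibition at 20 µM, scaled per plate between control wells, above about 37%, limit read from the data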;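 further: 0% = DMSO with enzyme and substrate and 100% = substrate only without enzyme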
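Assay system: isolated STEP enzyme / Timing: 20 min at room temperature, dark / Doses: 20 µM, 1% DMSO / Technique: fluorescence intensity, excitation 480 nm, emission 540 nm / Reagent: fluorogenic phosphatase substrate OMFP at 25 µM final / Measure: percent inhibition scaled to no-enzyme and uninhibited-enzyme controls, plate-pattern corrected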
CSN deneddyl inh: inhibitors of CSN-mediated cullin deneddylation, primary screen, biochemical, fluorescence polarization, uHTS | COP9 signalosome complex subunit 5 (Homo sapiens), Q92905 | Purified CSN, SCF-Nedd8-OG deneddylation | inhibition, % at 12.5 µM | 360,000 compounds, 0.38% hits;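 active means pattern-corrected inhibition above about 35%, with an unprinted fluorescence ratio check between 0.5 and 1.5, limit read from the data, passing the limit was not always enough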;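 further: 0% = enzyme with substrate and 100% = substrate without enzyme; some results filed as inactive read as strong as hits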
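Material: human Csn5 produced in HEK293T cells; Input: enzyme 0.24 nM; Reagent: SCFSkp2-Nedd8OG substrate at 10 nM final; Dosing: 12.5 µM compound; Incubation: 90 min reaction at room temperature; Detection: fluorescence polarization of the substrate; Evaluation: % inhibition of substrate cleavage by Csn5; Control set: substrate-only high control, full reaction low control.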
Active calls of the source: *; i = inactive; . = no result given.

SMILES	MsrA inh	DNMT1 inh	TbMetRS inhib	SUMO1-SIM PPI	NadD inh	Rpn11 inh	LMPTP block	Scp1 inh	STEP block	CSN deneddyl inh
O=C(COC(=O)C1CC(O)CN1S(=O)(=O)c1ccccc1[N+](=O)[O-])c1ccc[nH]1 (centres undefined)	0.1	-14	-0.7	-13	16	i	5.9	5	-2	0
Cc1oc(/N=C/c2ccccc2O)c(C#N)c1C	0.7	-1	0.1	-3	-6	i	-1.8	9	1	-10
CCn1c(=O)cc(SCC(=O)N2CCC(C)CC2)c2ccccc21	-0.1	1	-1.6	0	-3	i	-1.7	-8	-3	1
CCC(C)NC(=O)c1cc(Cl)ccc1OC (centres undefined)	2.2	1	-1.1	-3	-3	i	-0.2	4	-5	1
CCC(C)[C@H]1CNCCN1CC1(c2ccccc2)CC1 (some centres undefined)	0.8	5	-0.5	0	-6	i	-5.0	4	-3	-4
CN(C)c1ccc(C=Cc2ccnc3c(O)cccc23)cc1	-0.7	-1	-0.3	-19	5	.	6.7	.	-5	26
Cc1cccc(NC(=S)N2CCC(O)CC2)c1C	-0.4	-6	-0.9	-2	-1	i	-0.2	-2	2	3
CCOC(=O)C1=NN(c2ccccc2C)C2=NC(C)=C(C(=O)OC)C(c3cccs3)N12 (centres undefined)	1.9	-5	-0.8	-2	4	i	1.3	0	-2	-4
CCn1c(=O)cc(NC2=NCC(C)CN2c2cccc(Cl)c2)n(C)c1=O (centres undefined)	-0.9	2	-0.4	3	1	i	0.2	3	1	-2
O=C(Nc1ccccc1C(=O)Nc1ccccc1)c1ccco1	-0.3	3	0.0	4	-8	i	2.2	-8	2	-1
COc1cccc(-c2csc(N3CCN(C(=O)Nc4ccccc4Cl)CC3)n2)c1	-0.4	-8	-0.4	2	0	i	-0.3	-6	3	7
CC1=C(C(=O)N(C)C)CC(CC(=O)NC(c2ccccc2)c2ccccc2)C(=O)N1CCC1=CCCCC1 (centres undefined)	1.5	3	0.6	1	-1	i	2.0	.	-1	-4
N#Cc1ccc(OS(=O)(=O)c2ccc(-c3ccon3)s2)cc1	0.0	-1	-0.4	-22	-4	i	0.2	-8	2	-3
CCOC(=O)c1ccc(-n2c(CN3CCC(C(N)=O)CC3)nc3ccc([N+](=O)[O-])cc3c2=O)cc1	1.4	-9	-3.5	-26	9	i	-0.1	-1	0	-4
Oc1ccc(Nc2nc(-c3cccs3)cs2)cc1	0.7	-34	0.1	14	33*	i	-0.6	2	-1	5
CCn1c(COc2ccc(Cl)cc2)nnc1SCc1ccc(C#N)cc1	-0.5	-1	-1.2	-2	-6	i	-1.4	-9	-2	0
COc1ccc(NC(=O)c2onc(C)c2Cl)cc1	0.1	1	0.6	-1	-3	i	-1.3	18	3	8
CN(C)S(=O)(=O)c1cccc(NC(=O)COC(=O)/C=C/c2ccc3c(c2)OCO3)c1	1.8	-2	-0.4	-4	-12	i	0.8	-4	8	1
Cn1c(=O)c2c(SCC(=O)N3CCN(c4ccccc4)CC3)nc(C3CC3)nc2n(C)c1=O	-0.1	2	-1.0	2	1	i	0.2	-12	-1	-4
CC(C)OCCCNc1ncc2c(n1)CC(c1cccs1)CC2=O (centres undefined)	1.6	0	-0.1	4	-1	i	-0.5	-1	1	2
Cc1c(NC(=O)C2CCCCN2S(=O)(=O)c2ccc(Cl)cc2)c(=O)n(-c2ccccc2)n1C (centres undefined)	0.7	-2	0.3	1	0	i	-1.2	-5	-1	9
CS(=O)(=O)c1ccc(Cl)c(NC(=O)COC(=O)c2ccc(F)cc2Cl)c1	-0.8	2	-0.9	-2	-2	i	0.2	5	-2	-4
O=C(/C=C/c1ccccc1)NNC1=NS(=O)(=O)c2ccccc21	4.8*	-1	-0.5	-3	-1	i	-0.7	-6	2	-1
CCC(C)(C)NC(=O)C(c1ccc(F)cc1)N(Cc1ccco1)C(=O)CCC(=O)Nc1ccccn1 (centres undefined)	0.3	4	-1.3	-3	-3	i	0.4	8	-1	5
O=C1OCCN1C(=O)[C@H]1[C@H](c2ccc(F)cc2)C(c2cccc(Cl)c2)=NN1c1ccccc1	3.2	-9	1.3	-3	10	i	4.9	-4	-1	1
COc1ccc(C(C(=O)NCC2CCCO2)N(C(=O)Cn2nnc3ccccc32)c2ccccc2C(C)=O)cc1OC (centres undefined)	0.2	0	-0.1	5	-2	i	-2.4	-10	-1	1
Cc1cccc(C)c1N1C(=O)c2cccc([N+](=O)[O-])c2C1=O	0.6	4	-0.2	-22	-5	i	-1.1	-10	2	2
Cn1c[n+](C)cc1/C=N/O	0.1	0	0.0	-1	18	i	-2.1	47	0	-1
COc1ccc(CCNC(=O)CCCNC(=O)Cn2cnc3sc(C)c(C)c3c2=O)cc1OC	0.1	1	-1.3	3	2	i	-1.4	-12	1	-3
COc1ccc(C(=O)COC(=O)c2c(-c3ccccc3)noc2C)c(OC)c1	1.9	-2	-0.2	4	-7	i	3.1	-12	-2	-2
CCS(=O)(=O)N1N=C(c2cccc(NS(C)(=O)=O)c2)CC1c1ccccc1 (centres undefined)	-0.1	2	-0.2	-1	-3	.	0.2	-15	-3	125
Cc1ccc(-n2nnc(-c3nccs3)n2)cc1	1.0	1	-0.2	1	-3	i	-0.1	-9	-2	-3
COc1ccc(NC(=O)CC2SC(=NCC3CCCO3)NC2=O)cc1 (centres undefined)	-1.1	-6	0.2	2	-2	i	-0.8	-2	3	3
CCOc1ccccc1N1CCN(C(=O)CNC(=O)c2ccccc2F)CC1	-1.7	3	-0.3	-6	-9	i	-2.0	-6	1	1
O=C(COC(=O)c1ccc(O)cc1O)Nc1ccc2ccccc2c1	1.0	-4	-0.2	-5	-6	i	2.1	-15	-3	-2
Cc1cc(C(=O)COc2ccccc2C(N)=O)c(C)n1C1CC1	0.0	-11	-0.1	0	-1	i	-0.9	-1	2	1
COc1ccc(CCN2C(=O)NC(NC(=O)CCc3ccccc3)(C(F)(F)F)C2=O)cc1OC (centres undefined)	0.3	3	-1.0	1	-4	i	-0.5	-9	-3	-2
O=C(Nc1cccc2nsnc12)c1ccc2c(c1)OCO2	1.5	-3	-0.8	-20	1	i	1.2	-4	-2	-3
Cc1cccc(OCC(=O)OCC(=O)N(CC(C)C)c2c(N)n(Cc3ccccc3)c(=O)[nH]c2=O)c1C	0.8	-1	-0.4	1	3	i	-0.2	1	1	-9
Cc1cc(C(=O)Nn2c(-c3ccncc3)nc3ccccc3c2=O)ccc1[N+](=O)[O-]	0.4	-1	0.5	-4	3	i	1.2	-1	0	-2
O=C(CSc1cccc[n+]1[O-])Nc1c(Br)cc([N+](=O)[O-])cc1Br	2.7	5	-1.0	-33	-2	i	-1.2	3	2	-6
O=C(Nc1cccnc1)c1c(O)c2cccc3c2n(c1=O)CC3	2.6	2	-0.4	3	1	i	-1.4	-9	3	-4
CCN(CC)S(=O)(=O)c1ccc(NC(=O)C2CC(=O)N(c3ccc4c(c3)OCCO4)C2)cc1 (centres undefined)	0.9	-7	-0.2	1	2	i	0.4	-2	0	1
Cc1ccc(-n2c(SCc3nc4ccccc4c(=O)[nH]3)nnc2-c2ccccc2O)cc1	0.5	-3	2.8	3	7	i	-0.3	-2	2	2
O=C(CCCn1cc([N+](=O)[O-])cn1)NCc1ccccc1	1.3	2	-0.2	1	-4	i	-0.6	-6	-3	-11
O=C1c2cccc3cccc(c23)N1Cc1ccc(F)cc1	0.6	3	-0.3	-12	-5	i	0.7	-7	1	3
